Screens: PubChem, several laboratories
Neddyl block = blocks human cullin neddylation; P61081+Q13564; TR-FRET cullin neddylation, biochemical; calls only at 25 µM; actives 0.58% (n = 360,000); AID 651699; in the data active = inhibition above about 36%
CSN deneddyl inh = blocks human CSN-mediated cullin deneddylation; Q92905; inhibition, % at 12.5 µM; actives 0.38% (n = 360,000); Purified CSN, SCF-Nedd8-OG deneddylation, fluorescence polarization;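 active = pattern-corrected inhibition above about 35%, with an unprinted fluorescence ratio check between 0.5 and 1.5, limit read from the data, passing the limit was not always enough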;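 also: 0% = enzyme with substrate and 100% = substrate without enzyme; some results filed as inactive read as strong as hits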
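Test system: purified human Csn5 enzyme expressed in HEK293T cells. Amount: 0.24 nM enzyme. Reagent: SCFSkp2-Nedd8OG substrate at 10 nM final. Schedule: 90 min incubation of compound, enzyme and substrate at room temperature. Detection: fluorescence polarization. Read-out: % inhibition of substrate cleavage by Csn5.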
TbMetRS inhib = Trypanosoma brucei MetRS inhibition | inhibition, % at 11.9 µM | AID 624268 | actives 0.4% (n = 360,000) | purified T. brucei MetRS, ATP depletion, Kinase-Glo luminescence;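 active = inhibition above a per-plate cutoff of the control wells' mean inhibition plus 3 SD, cut at about 5.5% in these data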;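 also: 0% = DMSO wells median and 100% = median of wells with control inhibitor compound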
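Material: parasite MetRS enzyme / Replication: singlicate, one well per compound / Signal: luminescence of leftover ATP / Schedule: 2 h aminoacylation at 25 °C after 15 min preincubation / Medium: HEPES-MgCl2-KCl buffer plus DTT, spermine, BSA, pyrophosphatase / Doses: 11.9 µM single point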
MsrA inhibitor = inhibits bovine methionine sulfoxide reductase A | purified bovine MsrA, absorbance read-out | inhibition, % at 15.5 µM | actives 0.75% (n = 360,000) | AID 651718; in the data active = inhibition above about 4.5%;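 also: 0% = vehicle wells with enzyme and 100% = reference inhibitor wells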
MLLE-PAM2 inh = blocks PAM2 peptide binding to the PABP1 MLLE domain. P11940. GST-MLLE / FITC-PAM2 fluorescence polarization. inhibition, % at 20 µM. actives 0.36% (n = 360,000); in the data active = inhibition above about 35%, passing the limit was not always enough;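 also: plate controls were DMSO wells with GST-MLLE for no effect and wells lacking GST-MLLE protein for full effect; some results filed as inactive read as strong as hits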
MsrA act = activates bovine MsrA enzyme. purified bovine MsrA, absorbance read-out. AID 602163. actives 0.3% (n = 360,000). activation, % at 10.6 µM; in the data active = activation above about 7.5%;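 also: 0% = vehicle and 100% = reference activator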
Rin1-Abl PPI inh = blocks binding of human Rin1 to Abl; P00519+Q13671; TR-FRET Rin1/Abl binding, biochemical; inhibition, % at 7.35 µM; actives 0.4% (n = 360,000); in the data active = inhibition above about 5%, passing the limit was not always enough
Target sequence (P00519 whole entry, looked up): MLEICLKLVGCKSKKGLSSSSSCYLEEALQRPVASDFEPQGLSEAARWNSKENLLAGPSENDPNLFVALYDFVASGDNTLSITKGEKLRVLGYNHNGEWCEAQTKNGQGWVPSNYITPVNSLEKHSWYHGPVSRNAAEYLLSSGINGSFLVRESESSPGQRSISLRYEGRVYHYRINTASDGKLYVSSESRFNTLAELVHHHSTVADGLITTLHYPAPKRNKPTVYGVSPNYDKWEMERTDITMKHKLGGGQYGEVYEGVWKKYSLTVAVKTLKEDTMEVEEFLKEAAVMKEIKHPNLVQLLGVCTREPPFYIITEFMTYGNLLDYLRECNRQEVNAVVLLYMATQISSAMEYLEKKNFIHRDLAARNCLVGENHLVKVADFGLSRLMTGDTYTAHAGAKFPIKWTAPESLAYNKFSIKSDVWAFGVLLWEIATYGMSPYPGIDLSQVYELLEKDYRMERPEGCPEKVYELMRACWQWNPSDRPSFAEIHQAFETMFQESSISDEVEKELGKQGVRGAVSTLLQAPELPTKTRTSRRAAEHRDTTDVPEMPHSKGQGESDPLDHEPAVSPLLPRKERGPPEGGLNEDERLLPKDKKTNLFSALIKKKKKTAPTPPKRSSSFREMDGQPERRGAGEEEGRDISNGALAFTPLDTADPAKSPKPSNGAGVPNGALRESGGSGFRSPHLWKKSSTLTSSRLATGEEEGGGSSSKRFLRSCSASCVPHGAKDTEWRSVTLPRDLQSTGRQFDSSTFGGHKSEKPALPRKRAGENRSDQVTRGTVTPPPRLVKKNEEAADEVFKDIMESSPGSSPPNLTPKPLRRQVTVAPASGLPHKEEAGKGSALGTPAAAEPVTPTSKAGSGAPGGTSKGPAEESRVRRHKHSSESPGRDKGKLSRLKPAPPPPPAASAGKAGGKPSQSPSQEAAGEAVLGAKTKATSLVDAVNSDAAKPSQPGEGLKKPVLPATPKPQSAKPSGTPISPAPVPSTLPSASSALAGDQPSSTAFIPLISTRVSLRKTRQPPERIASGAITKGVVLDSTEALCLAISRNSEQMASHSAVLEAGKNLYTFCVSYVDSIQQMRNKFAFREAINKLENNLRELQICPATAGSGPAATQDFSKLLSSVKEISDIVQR
Target sequence (Q13671 whole entry, looked up): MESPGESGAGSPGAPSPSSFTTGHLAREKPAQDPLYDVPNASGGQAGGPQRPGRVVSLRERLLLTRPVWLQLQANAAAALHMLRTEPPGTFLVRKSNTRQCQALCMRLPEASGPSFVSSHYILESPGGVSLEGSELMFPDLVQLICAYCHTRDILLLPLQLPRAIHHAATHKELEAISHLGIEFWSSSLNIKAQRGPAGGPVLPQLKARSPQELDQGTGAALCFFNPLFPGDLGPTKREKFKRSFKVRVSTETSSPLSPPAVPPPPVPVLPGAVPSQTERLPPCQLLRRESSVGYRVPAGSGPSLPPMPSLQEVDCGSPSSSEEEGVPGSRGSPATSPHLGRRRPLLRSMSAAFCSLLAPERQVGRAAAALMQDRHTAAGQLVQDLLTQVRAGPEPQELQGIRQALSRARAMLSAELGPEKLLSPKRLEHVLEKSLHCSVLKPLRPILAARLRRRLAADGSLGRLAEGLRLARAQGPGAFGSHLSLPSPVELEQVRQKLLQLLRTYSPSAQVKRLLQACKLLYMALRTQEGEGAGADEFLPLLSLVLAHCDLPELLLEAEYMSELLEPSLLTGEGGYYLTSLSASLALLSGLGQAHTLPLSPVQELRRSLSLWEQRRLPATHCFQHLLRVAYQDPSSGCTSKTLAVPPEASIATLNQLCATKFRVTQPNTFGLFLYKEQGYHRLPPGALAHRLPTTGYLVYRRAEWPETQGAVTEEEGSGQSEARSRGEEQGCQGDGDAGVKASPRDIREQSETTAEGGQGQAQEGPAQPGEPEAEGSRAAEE
E coli Lon inh = E. coli protease La inhibition; P0A9M0; purified E. coli Lon protease, fluorescence polarization; inhibition, % at 7.94 µM; actives 0.42% (n = 360,000); in the data active = inhibition above about 13%, passing the limit was not always enough;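 also: 0% = enzyme with probe and DMSO and 100% = no enzyme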
FAS-TE inh = inhibitors of human fatty acid synthase thioesterase domain | P49327 | recombinant FAS-TE, OMFH fluorogenic substrate, fluorescence endpoint | inhibition, % at 15 µM | actives 0.67% (n = 360,000) | AID 602261;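 active = compounds whose normalised, plate-corrected inhibition of enzyme fluorescence in the single-dose primary screen is 50% or more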;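 also: 0% = DMSO with enzyme and 100% = substrate without enzyme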
Starred values were filed as active, the others as inactive; i = inactive; / = no result given.

item	mol	Neddyl block	CSN deneddyl inh	TbMetRS inhib	MsrA inhibitor	MLLE-PAM2 inh	MsrA act	Rin1-Abl PPI inh	E coli Lon inh	FAS-TE inh
1	Cc1c(-c2ccccc2)[n+](=O)c2c(n1[O-])CCC2	i	-1	-1.1	0.7	6	-12	-1	6	-12
2	CN(C)C1=NCCN1CCc1ccccc1	i	0	-0.1	-1.3	3	-2	-1	3	-7
3	C=CCN(Cc1cc(OC)ccc1OC)S(=O)(=O)N(C)C	i	4	0.7	-0.1	-5	-11	2	-3	-3
4	O=C(O)C1CC=CCC1C(=O)NCCc1ccccc1 (stereo not drawn)	i	2	-0.9	1.6	1	-9	0	-3	-3
5	CCn1c(NC)cc(=O)n(C)c1=O	i	-1	-0.3	-0.8	-20	-2	-3	1	-6
6	Cc1cc(NC(=O)Cn2nc(C(F)(F)F)c3c2CCCC3)no1	i	-1	-0.1	-0.1	-7	-2	1	-1	0
7	CCc1ccc(NC(=O)NC(C)c2ccc3c(c2)OCO3)cc1 (stereo not drawn)	i	-2	-0.1	-0.5	4	-2	-3	12	6
8	COc1ccccc1-c1noc2ncnc(Nc3cccc(C)c3)c12	i	-1	-0.3	1.2	-5	-2	3	5	17

The list goes on.
item	mol	Neddyl block	CSN deneddyl inh	TbMetRS inhib	MsrA inhibitor	MLLE-PAM2 inh	MsrA act	Rin1-Abl PPI inh	E coli Lon inh	FAS-TE inh
9	Cc1nn(Cc2ccccc2)c(C)c1NC(=O)c1cc2nc(-c3ccco3)cc(C(F)(F)F)n2n1	i	4	-1.1	2.0	-18	2	2	-11	2
10	O=C(CN1C(=O)NC2(CCCC2)C1=O)Nc1ccc(F)cc1	i	-1	0.0	1.0	-11	-3	-1	8	-6
11	Cc1cc(C(=O)COC(=O)c2ccc(NC(=O)CC#N)cc2)c(C)n1CC(F)(F)F	i	8	0.1	1.0	-36	-1	1	-27	4
12	COc1ccc(S(=O)(=O)N2CCC(C(=O)N[C@@H](C)C(=O)NCc3cccc(OC)c3)CC2)cc1	i	3	-0.1	0.7	-5	6	-1	-2	-6
13	Cc1cc(C)n(S(=O)(=O)c2cc(C(=O)O)c(Cl)cc2Cl)n1	i	3	-0.1	0.3	10	0	-3	-14	-9
14	O=C(OCC(=O)C12CC3CC(CC(C3)C1)C2)c1ccc(O)cc1O	i	4	0.1	0.5	20	3	2	8	18
15	Cc1cccc(C(=O)Nc2cccc(C(=O)N/N=C/c3ccncc3)c2)c1	i	-2	-0.2	-0.3	-4	-1	-2	-3	-4
16	CCCCn1c(N)c(C(=S)NC(=O)CC(C)C)c(=O)n(C)c1=O	i	10	0.4	/	41*	-4	0	-1	-3

More structures
item	mol	Neddyl block	CSN deneddyl inh	TbMetRS inhib	MsrA inhibitor	MLLE-PAM2 inh	MsrA act	Rin1-Abl PPI inh	E coli Lon inh	FAS-TE inh
17	CC1CCN(CC(=O)Nc2nc(-c3ccccc3)cs2)CC1	i	-1	0.2	-0.9	7	-1	-1	-1	12
18	Cc1ccc2nc(SCC(=O)NC3CCCc4ccccc43)[nH]c2c1 (stereo not drawn)	i	-3	0.5	0.3	-6	4	-1	-1	8
19	Cc1cc(-c2sccc2Br)nc(-n2cccc2)n1	i	7	-0.3	-0.9	-14	-1	-162	-4	20
20	CC(CN(C)C)CN1c2ccccc2Sc2ccccc21 (stereo not drawn)	i	-3	-0.9	2.6	-10	-2	-1	-1	-2
21	CC(Cc1ccccc1)NC(=O)CSc1nc2nc3c(cc2c(=O)n1-c1ccccc1)COC(C)(C)C3 (stereo not drawn)	i	-5	-1.6	0.5	-6	-13	-2	-10	-8
22	O=C(CCCN=C1NS(=O)(=O)c2ccccc21)OCC(=O)c1ccccc1Cl	i	1	-0.6	-0.3	-7	-7	1	0	-2
23	Cc1ccccc1C(C(=O)NC1CCCC1)N(C(=O)Cc1cccs1)c1ccc2c(c1)OCCO2 (stereo not drawn)	i	0	-0.1	0.2	-5	-1	-2	0	54*
24	Cc1cccc(N2CCN(S(=O)(=O)c3cnc[nH]3)CC2)c1C	i	5	-0.3	0.8	3	-2	1	-4	-28

Later entries
item	mol	Neddyl block	CSN deneddyl inh	TbMetRS inhib	MsrA inhibitor	MLLE-PAM2 inh	MsrA act	Rin1-Abl PPI inh	E coli Lon inh	FAS-TE inh
25	COc1ccc(/C=C2\SC(=S)N(CCC(=O)Nc3cccc(C(=O)O)c3)C2=O)cc1	i	-1	-0.8	-0.6	8	1	-1	-8	4
26	Cc1nnc(SCC(=O)Nc2ccc3c(c2)OCCO3)n1N	i	-1	-0.5	0.9	3	3	0	-6	-6
27	C=CCNc1ncnc2c1ncn2[C@H]1CN(Cc2ccc3c(c2)OCO3)C[C@@H](CO)O1	i	1	-0.2	1.8	-15	-5	4	-9	-9
28	O=C(CCSc1nc(-c2ccco2)cc(C(F)(F)F)n1)NCc1ccccn1	i	8	1.3	0.5	-11	-1	3	-7	1
29	CC1CCN(c2ccccc2NC(=O)c2cc([N+](=O)[O-])ccc2N2CCOCC2)CC1	i	3	-0.3	-1.0	-2	-2	0	4	34
30	COc1ccc(CCNS(=O)(=O)c2ccc(C3CNC(=O)C3)cc2)cc1OC (stereo not drawn)	i	3	-0.1	0.0	-2	9.5*	3	-7	-5
31	COc1ccc(-c2nn(-c3ccccc3)cc2/C=C/C(=O)O)cc1[N+](=O)[O-]	i	6	-0.8	3.0	-2	-5	-2	-14	53*
32	CC1CCN(C(=O)c2ccc(N(C)S(C)(=O)=O)cc2)CC1	i	-5	-0.7	0.5	3	2	1	-17	-7

Other structures.
item	mol	Neddyl block	CSN deneddyl inh	TbMetRS inhib	MsrA inhibitor	MLLE-PAM2 inh	MsrA act	Rin1-Abl PPI inh	E coli Lon inh	FAS-TE inh
33	CCNC(=O)C1(C)CCN1Cc1cc(-c2ccccc2)n(C)n1 (stereo not drawn)	i	-1	-0.1	0.0	-2	0	-3	-3	-3
34	COC(=O)c1ccc(NC(=O)CCN2C(=O)CSC2=O)cc1	i	-2	-0.6	-0.2	3	-5	-3	-1	-4
35	O=C(NCc1ccccn1)[C@@H]1CCCN1C(=O)[C@@H]1CCCN1C(=O)c1cccc2ccccc12	i	-1	-2.1	-0.3	/	-10	/	-10	-1
36	CON/C=C(\C=Nc1ccc(C(F)(F)F)cc1)c1ncc(C(F)(F)F)cc1Cl	i	3	-0.2	-0.6	-4	-2	0	-4	21
37	CCCN(CC(=O)Nc1ccccc1OC)C(=O)CCC(=O)c1ccc(F)cc1	i	-2	-0.3	-0.7	5	-1	1	-5	-2
38	O=C(c1ccccc1)N1CCN(c2ccc([N+](=O)[O-])c(NCC3CCCO3)c2)CC1 (stereo not drawn)	i	-3	-0.8	0.1	8	-8	-11	12	4
39	COc1ccc(C(=O)[C@H]2[C@H]3C(=O)N(c4ccc(C)cc4)C(=O)[C@H]3C3C=CC=NN32)cc1 (stereo partly drawn)	i	-4	-0.4	-0.6	-1	-2	-1	6	-2
40	CCCCn1c(N)c(N(CC(C)C)C(=O)c2cnccn2)c(=O)[nH]c1=O	i	0	-0.6	1.2	-3	-3	1	10	-2

Screen by screen, quoted from above:
Entries 16 to 27 in Neddyl block: i, i, i, i, i, i, i, i, i, i, i, i
Entries 16 to 27 in FAS-TE inh: -3, 12, 8, 20, -2, -8, -2, 54*, -28, 4, -6, -9

Next results.
item	mol	Neddyl block	CSN deneddyl inh	TbMetRS inhib	MsrA inhibitor	MLLE-PAM2 inh	MsrA act	Rin1-Abl PPI inh	E coli Lon inh	FAS-TE inh
41	O=C(c1ccc2oc(CCCc3ccccc3)nc2c1)N1CCCC(CCCO)C1 (stereo not drawn)	i	1	0.0	-1.3	5	-4	2	6	-1
42	COc1ccc(CCNC(=O)c2oc3ccccc3c2C)cc1	i	-2	0.0	-0.9	3	-7	5	0	27
43	CC(OC(=O)CN1C(=O)c2ccccc2C1=O)C(=O)NC1CCCCC1C (stereo not drawn)	i	-1	0.2	0.1	-9	-7	-4	3	-7
44	CC(CC(=O)Nc1ccc2c(c1)c(=O)n(C)n2Cc1ccc(F)cc1)c1ccccc1 (stereo not drawn)	/	1	0.6	1.2	11	0	2	3	1
45	O=C1CC(c2ccccc2)C(=O)N1c1cccc(O)c1 (stereo not drawn)	i	2	-0.1	0.7	10	-1	-1	-4	-10
46	Cc1nc(-c2ccccc2)sc1-c1nc(-c2cccnc2)ncc1S(=O)(=O)c1ccccc1	i	-6	-1.7	/	4	-12	5	-3	21
47	Cc1ccc(CN(C)C(=O)CSc2nnc3n2CCCCC3)c(C)c1	i	0	-0.6	-0.6	-38	-9	2	-8	-4
48	S=c1[nH]nc(-c2ccncc2)n1/N=C/C(Cl)=C\c1ccccc1	i	12	-0.1	1.6	-78	-4	-1	-1	1

Remaining list, next part:
item	mol	Neddyl block	CSN deneddyl inh	TbMetRS inhib	MsrA inhibitor	MLLE-PAM2 inh	MsrA act	Rin1-Abl PPI inh	E coli Lon inh	FAS-TE inh
49	O=C(NCC1CCCO1)C(=Cc1cccc([N+](=O)[O-])c1)C(=O)NCC1CCCO1 (stereo not drawn)	i	9	0.0	-0.6	2	-3	2	7	14
50	CC1CN(c2ccc([N+](=O)[O-])cc2C#N)CC(C)O1 (stereo not drawn)	i	7	-0.5	3.5	6	-3	1	4	0
51	COc1ccc(N2CCN(C(=O)c3oc4c(c3C)C(=O)CCC4)CC2)cc1	i	3	-0.4	0.7	-16	-1	-2	-1	-1
52	CCOc1ccc(C=O)cc1CN1CCCCC1	i	5	-1.7	1.1	-14	-7	3	-5	-13
53	COc1ccc(OC)c(NS(=O)(=O)c2ccc(NC(C)=O)cc2)c1	i	2	0.5	-0.4	4	-4	0	4	-5
54	O=C(Nc1ccccc1O)c1cccc(NC(=O)c2ccco2)c1	i	-3	0.1	0.0	5	-2	-5	-2	-2
55	CCC1Oc2ccccc2N(CC(=O)Nc2ccc3c(c2)OCCO3)C1=O (stereo not drawn)	i	-5	0.6	0.0	0	-4	2	2	0
56	COc1ccc2sc(NCc3ccccc3)nc2c1	i	-2	-0.3	0.2	3	0	2	2	2

Part of the list above, showing only TbMetRS inhib, MLLE-PAM2 inh and MsrA inhibitor:
#	mol	TbMetRS inhib	MLLE-PAM2 inh	MsrA inhibitor
49	O=C(NCC1CCCO1)C(=Cc1cccc([N+](=O)[O-])c1)C(=O)NCC1CCCO1 (stereo not drawn)	0.0	2	-0.6
50	CC1CN(c2ccc([N+](=O)[O-])cc2C#N)CC(C)O1 (stereo not drawn)	-0.5	6	3.5

New compounds follow.
item	mol	Neddyl block	CSN deneddyl inh	TbMetRS inhib	MsrA inhibitor	MLLE-PAM2 inh	MsrA act	Rin1-Abl PPI inh	E coli Lon inh	FAS-TE inh
57	O=C(NC1CC2CCCC(C1)N2C(=O)Nc1ccc(Cl)c(C(F)(F)F)c1)C1CC1 (stereo not drawn)	i	-3	0.4	0.1	-8	-4	0	-1	3
58	CC(C)OC(=O)c1cc(C(=O)c2cc(Br)ccc2O)coc1=N	i	-1	-1.3	2.2	-15	-7	-2	0	-3
59	COc1ccccc1NC(=O)C(C)NS(=O)(=O)c1ccc(Cl)cc1 (stereo not drawn)	i	4	-0.1	-0.3	7	2	1	4	-2
60	Cc1cc(C(=O)Nc2sccc2C(N)=O)c(C)o1	i	6	-0.3	0.2	-22	-5	-2	-25	-2

Compounds as they come, and some 4% of all compounds hit somewhere here.
